Source: PubChem
RAD54 inh: inhibitors of human RAD54 branch migration. Q92698. RAD54 Holliday junction branch migration, FAM/BHQ fluorescence. inhibition, % at 10.4 µM. actives 0.14% (n = 360,000);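 active = mean normalized replicate activity at least 40 and at least half of replicates scoring 40 or more; inconclusive = only one of the two criteria met; inactive = mean below 40 and under half of replicates reaching 40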;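 note: 0% = median of neutral control wells and 100% = median of positive control wells; inhibitors cause a drop in the FAM fluorescence signal; in these data hits start at about 50%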
E-sel inducer: E-selectin induction on HUVECs. P16581. activation, % at 7.58 µM. actives 0.37% (n = 260,000). HUVEC E-selectin immunofluorescence imaging; normalized: neutral wells 0, TNF-alpha wells 100. AID 686992;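 active = mean E-selectin-positive cell signal at least 10% of the positive control, reached in at least 60% of replicates, without over 20% cell loss; inconclusive = no rule given, readout overlaps actives, possibly toxicity-flagged; inactive = the rest, including those meeting only one limit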;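 note: in these data hits start at about 27%; measured in HUVEC primary endothelial cells; signal is the percent of cells scored E-selectin positive by PE staining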
Target sequence (P16581 whole entry, looked up): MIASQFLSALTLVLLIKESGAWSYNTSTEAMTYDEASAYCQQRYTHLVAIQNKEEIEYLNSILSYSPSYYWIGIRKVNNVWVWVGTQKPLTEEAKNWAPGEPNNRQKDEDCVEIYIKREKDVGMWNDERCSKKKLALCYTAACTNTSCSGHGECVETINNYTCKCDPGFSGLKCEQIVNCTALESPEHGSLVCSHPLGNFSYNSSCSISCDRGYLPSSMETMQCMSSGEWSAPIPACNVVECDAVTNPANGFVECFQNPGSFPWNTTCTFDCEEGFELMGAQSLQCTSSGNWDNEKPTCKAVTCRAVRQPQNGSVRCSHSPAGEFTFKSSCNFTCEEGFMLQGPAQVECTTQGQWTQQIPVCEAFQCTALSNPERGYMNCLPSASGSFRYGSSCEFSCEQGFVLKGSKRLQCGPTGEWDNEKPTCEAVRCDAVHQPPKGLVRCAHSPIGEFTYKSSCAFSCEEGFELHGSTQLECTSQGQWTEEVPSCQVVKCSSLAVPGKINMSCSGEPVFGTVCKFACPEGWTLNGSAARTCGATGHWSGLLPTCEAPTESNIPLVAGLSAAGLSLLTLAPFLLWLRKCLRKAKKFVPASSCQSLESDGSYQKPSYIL
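material = human umbilical vein endothelial cells (HUVEC), E-selectin induction | quantity = 3,000 cells/well | medium = EGM-2 growth medium on 0.1% gelatin-coated wells | technique = immunofluorescence imaging | read-out basis = % PE-positive cells | control set = TNF-alpha positive control, DMSO neutral control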
RAD52 inh: inhibitors of human RAD52 DNA annealing; recombinant RAD52 DNA annealing, FRET fluorescence; inhibition, % at 18.7 µM; actives 0.46% (n = 360,000);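 active = every replicate showing at least 50% inhibition; inconclusive = mean inhibition at least 50% but not in every replicate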
Target sequence (P43351 whole entry, looked up): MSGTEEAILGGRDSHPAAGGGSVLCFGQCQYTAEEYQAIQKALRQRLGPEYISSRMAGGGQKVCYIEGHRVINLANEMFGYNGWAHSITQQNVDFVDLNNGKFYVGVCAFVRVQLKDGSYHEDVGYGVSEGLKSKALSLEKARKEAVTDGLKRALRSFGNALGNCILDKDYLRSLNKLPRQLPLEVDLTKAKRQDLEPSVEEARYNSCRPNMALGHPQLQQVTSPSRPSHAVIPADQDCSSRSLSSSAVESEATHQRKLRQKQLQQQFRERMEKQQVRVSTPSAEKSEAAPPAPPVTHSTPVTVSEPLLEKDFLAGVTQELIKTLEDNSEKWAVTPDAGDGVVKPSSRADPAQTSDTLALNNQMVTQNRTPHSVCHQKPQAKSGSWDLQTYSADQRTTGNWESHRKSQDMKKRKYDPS
Xi reactivation: reactivates the inactive X chromosome in mouse fibroblasts | XiGFP mouse fibroblasts, % GFP-positive cells imaging, 3 d; cells co-treated with 5-aza-dC sensitizer; scaled so ellipticine positive control = 100% | activation, % at 7.58 µM | actives 0.055% (n = 360,000);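 active = mean normalized replicate activation at least 10% and every replicate at or above 10%; inconclusive = only one of the two criteria met; inactive = mean below 10% and not all replicates reach 10%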;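 note: 0% = median of on-plate neutral control wells and 100% = ellipticine 6 µM median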
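System: 68-5-11 XiGFP fibroblast line; Timing: 3 days compound exposure; Compound dosing: one concentration, pinned; Benchmarks: positive control ellipticine, 6 µM final; Buffer or medium: DMEM containing 5-aza-dC.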
EWS-Fli block: blocks EWS/Fli oncoprotein-driven transcription. A673 NR0B1-luciferase reporter, viability-normalised. inhibition, % at 12.6 µM. actives 0.67% (n = 350,000). AID 651661;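 active = mean inhibition of at least 50% after viability correction, with every replicate also passing that limit; inconclusive = mean reaches 50% but only one of two replicates passes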;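 note: firefly luciferase signal divided by Alamar Blue viability fluorescence both relative to DMSO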
FN deposit inh: fibronectin deposition inhibition. AH1F fibroblasts, Alexa488-fibronectin deposition fluorescence, overnight. inhibition, % at 12.6 µM. actives 0.086% (n = 350,000). AID 743247;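 active = mean inhibition across replicates of 30% or more, regardless of how many single replicates reach that level; inconclusive = mean under 30% yet at least half of replicates reach 30%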;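 note: positive control wells lacked labelled fibronectin entirely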
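Material: AH1F fibroblast monolayer depositing Alexa488-labelled fibronectin into matrix / Amount: 10000 AH1F cells per well / Signal: fluorescence 485/525 nm / Medium: DMEM, 2% serum / Compound: single dose, pinned / Incubation: 1 h cell adhesion before compound, then overnight fibronectin incubation / Reagent: Alexa488-FN, 24 nM final / Read-out: inhibition of fibronectin deposition signal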
S100A4 MyoIIA: S100A4-myosin IIA interaction inhibition. P26447. S100A4/TAMRA-MyoIIA peptide fluorescence polarization. inhibition, % at 10.7 µM. actives 0.14% (n = 360,000). AID 652163;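 active = mean inhibition of at least 70% across replicates, with every replicate also reaching that level; inconclusive = mean inhibition reaches 70% but some replicates fall short; inactive = mean inhibition below 70%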
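Test system – S100A4 monomer (human) · Compound – single-point compound testing · Schedule – 5 min incubation before reading · Probe or stimulus – TAMRA-labelled myosin IIA heavy-chain peptide probe, 5 nM · Benchmarks – neutral control DMSO, positive control TFP · Medium – Calcium-containing HEPES buffer, pH 7.2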
esBAF inh: SWI/SNF esBAF complex inhibition; reporter increase, % at 12.5 µM; mouse ES cells, Bmi1-luciferase knock-in reporter, 24 h; 100% = twice the neutral-well signal; actives 2% (n = 350,000); in the data active = activation above about 40%; inconclusive = no clear call, values can overlap the other calls;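 note: 0% = median of the plate's neutral control wells and 100% = double that signal; a rise in the Bmi1 reporter signal indicates esBAF inhibition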
Starred values were filed as active, the others as inactive; ? = inconclusive; . = not tested or not shown.

Preview:
SMILES | RAD54 inh | E-sel inducer | RAD52 inh | Xi reactivation | EWS-Fli block | FN deposit inh | S100A4 MyoIIA | esBAF inh
Cc1noc(C)c1S(=O)(=O)Nc1cccc2c1O[C@@H](CN(C)Cc1ccccc1)[C@@H](C)CN([C@@H](C)CO)C2=O | -8 | 0.4 | -25 | -0.8 | 1 | . | -2 | 4
CCCNC(=O)N1CC[C@@H]2[C@@H](CO)N(C)c3ccc(-c4ccccc4)cc3[C@@H]21 | 0 | 1.0 | -9 | 0.4 | 1 | 0 | 34 | 4
c1ccc(-c2nnc(NC3=NCCC3)o2)cc1 | 3 | . | -3 | 0.0 | 10 | . | 8 | -36
Cc1cc(C)cc(NC(=O)COC(=O)COc2cccc3c2OC(C)(C)C3)c1 | . | -3.6 | -13 | -0.1 | -5 | -2 | 34 | 5
COc1ccc(S(=O)(=O)N(C)C[C@H]2Oc3ccc(NC(=O)NC(C)C)cc3C(=O)N([C@@H](C)CO)C[C@@H]2C)cc1 | . | 0.4 | . | 0.2 | -10 | 0 | . | -1
CC1(C(=O)Nc2ccc3c(c2)OCCO3)CSCC(=O)N1CCCn1ccnc1 (configuration not stated) | . | 0.3 | -9 | 0.2 | 4 | 16 | -1 | .
CCC(=O)N1[C@@H](CO)[C@@H](c2ccc(C3=CCCC3)cc2)[C@@H]1CNC(=O)CN(C)C | 0 | 0.0 | . | 0.0 | -5 | 7 | . | 0

The list itself, repeating the preview:
SMILES | RAD54 inh | E-sel inducer | RAD52 inh | Xi reactivation | EWS-Fli block | FN deposit inh | S100A4 MyoIIA | esBAF inh
Cc1noc(C)c1S(=O)(=O)Nc1cccc2c1O[C@@H](CN(C)Cc1ccccc1)[C@@H](C)CN([C@@H](C)CO)C2=O | -8 | 0.4 | -25 | -0.8 | 1 | . | -2 | 4
CCCNC(=O)N1CC[C@@H]2[C@@H](CO)N(C)c3ccc(-c4ccccc4)cc3[C@@H]21 | 0 | 1.0 | -9 | 0.4 | 1 | 0 | 34 | 4
c1ccc(-c2nnc(NC3=NCCC3)o2)cc1 | 3 | . | -3 | 0.0 | 10 | . | 8 | -36
Cc1cc(C)cc(NC(=O)COC(=O)COc2cccc3c2OC(C)(C)C3)c1 | . | -3.6 | -13 | -0.1 | -5 | -2 | 34 | 5
COc1ccc(S(=O)(=O)N(C)C[C@H]2Oc3ccc(NC(=O)NC(C)C)cc3C(=O)N([C@@H](C)CO)C[C@@H]2C)cc1 | . | 0.4 | . | 0.2 | -10 | 0 | . | -1
CC1(C(=O)Nc2ccc3c(c2)OCCO3)CSCC(=O)N1CCCn1ccnc1 (configuration not stated) | . | 0.3 | -9 | 0.2 | 4 | 16 | -1 | .
CCC(=O)N1[C@@H](CO)[C@@H](c2ccc(C3=CCCC3)cc2)[C@@H]1CNC(=O)CN(C)C | 0 | 0.0 | . | 0.0 | -5 | 7 | . | 0
CC1(C(=O)NCc2ccc3c(c2)OCO3)CCN1C(=O)CC1CCCC1 (configuration not stated) | 12 | 0.0 | -5 | 0.0 | -9 | 10 | -6 | -2
CCN1CCN(C(=O)c2cc3cc4ccc(OC)cc4nc3s2)CC1 | 22 | 4.9 | . | . | . | -13 | . | -7
C[C@H](NC(=O)C[C@H]1C[C@H]2c3cc(NC(=O)CN(C)C)ccc3O[C@H]2[C@@H](CO)O1)c1ccccc1 | 5 | 0.1 | 1 | -0.1 | 1 | 2 | 22 | -3
COc1cccc(C(=O)N[C@@H](Cc2cccnc2)C(=O)N2CCC[C@H]2C(=O)NC2CCCC2)c1 | . | -0.2 | -14 | 0.0 | 1 | 2 | -4 | .
CO[C@H]1CN(C)C(=O)c2ccc(NC(=O)C3CCCC3)cc2OC[C@H](C)NC[C@@H]1C | . | 0.2 | -6 | 0.4 | . | 5 | -10 | .
O=C(O)c1ccccc1NS(=O)(=O)c1cccc(N=Nc2c(O)[nH]c(=S)[nH]c2=O)c1 | -17 | -1.1 | -6 | -0.1 | -6 | 8 | 4 | 1
N#Cc1ccc(-c2ccc([C@H]3[C@@H](CO)N4C(=O)CN(C(=O)C5CCC5)C[C@@H]34)cc2)cc1 | . | -0.1 | 6 | 0.1 | 6 | -5 | 1 | .
Cc1cccc(-c2ccc([C@H]3[C@H](CO)N4C(=O)CN(C(=O)c5cccnc5)C[C@@H]34)cc2)c1 | . | 0.2 | 1 | 0.0 | 7 | . | 19 | .
Cc1ccc(S(=O)(=O)NC(=O)C2(C)CCN2C(=O)Cc2ccc(C(C)(C)C)cc2)cc1 (configuration not stated) | 8 | 17 | -10 | 0.1 | 5 | -3 | 2 | -8
COc1ccc(CNC(=O)C[C@@H]2C=C[C@H](NC(=O)Nc3ccc4c(c3)OCO4)[C@H](CO)O2)cc1 | 6 | 0.4 | -5 | 0.6 | -34 | 8 | 3 | 2
C[C@@H]1CN([C@@H](C)CO)C(=O)c2cc(NC(=O)C3CCCCC3)ccc2O[C@@H](C)CCCCO[C@H]1CN(C)C(=O)Nc1ccccc1 | 1 | -0.2 | -1 | 0.1 | -17 | 0 | 15 | 8
O=C(Cn1nc(C(F)(F)F)c2c1CCC2)NC1CCCCC1 | -5 | -1.2 | . | . | . | 12 | . | -5
C[C@H]1CN([C@@H](C)CO)C(=O)Cc2cc(NC(=O)C3CCCCC3)ccc2O[C@H]1CN(C)Cc1ccccc1 | -1 | 0.1 | -4 | 0.1 | -5 | . | -11 | -1
CCOC(=O)C1CCN(C(=O)Nc2ccc(C)c(Cl)c2)CC1 | 0 | 0.4 | -9 | 0.1 | -7 | -3 | -2 | 9
COc1ccc(CN(C)C[C@H]2Oc3c(NC(=O)Nc4c(C)noc4C)cccc3C(=O)N([C@@H](C)CO)C[C@H]2C)cc1 | 3 | 0.8 | 1 | -0.1 | -7 | . | -16 | 0
Cc1cccc(N(C(=O)Cn2nnc(-c3ccc(F)cc3)n2)C(C(=O)NC(C)(C)C)c2ccncc2)c1 (configuration not stated) | 5 | . | -15 | 0.1 | 12 | -7 | 11 | 2
CCOc1ccc(NC(=O)COc2nsnc2N2CCOCC2)cc1 | . | -1.0 | 17 | 0.2 | -4 | 6 | -10 | .
COc1ccc2c3c(n(C)c2c1)[C@H](CO)N(Cc1nccs1)CC31CCN(C(=O)CN(C)C)CC1 | . | -0.3 | 21 | 0.0 | -7 | 8 | -14 | .
CCN(CC(=O)NCc1ccc(Cl)cc1)C(=O)CCOc1ccc(C)cc1 | -6 | . | -6 | 0.4 | -5 | -3 | 5 | 14
COc1cccc(/C=N/NC(=O)C(=O)N2CCCCCC2)c1OC | -4 | . | -2 | 0.2 | . | 8 | -5 | -12
O=C(N[C@H]1CC[C@H](CCn2cc(-c3ccccn3)nn2)O[C@@H]1CO)c1ccncc1 | -2 | 0.0 | -12 | 0.6 | -3 | 3 | 0 | -3
CNC[C@@H]1Oc2ccc(NS(=O)(=O)c3c(C)noc3C)cc2CC(=O)N([C@H](C)CO)C[C@H]1C | 1 | 0.0 | -3 | 0.1 | -8 | -12 | -4 | -8
Cc1ccc(S(=O)(=O)N(C)C[C@@H]2OCCCC[C@H](C)Oc3ccc(NS(=O)(=O)c4ccc(F)cc4)cc3C(=O)N([C@@H](C)CO)C[C@H]2C)cc1 | -10 | 0.0 | 14 | 0.1 | 2 | -6 | 2 | -3
CC(=O)Nc1ccc(NC(=O)CSc2nnc(NC(=O)c3cccc(F)c3)s2)cc1 | -9 | 0.1 | -25 | 0.2 | -35 | -12 | -6 | .
N=c1c(S(=O)(=O)c2ccccc2)cc2c(=O)n3ccccc3nc2n1C1CCCC1 | -2 | 0.3 | -44 | 0.3 | 10 | 8 | -2 | -2
Cc1cc(-c2ccccc2)n(-c2ccccc2)n1 | -3 | . | -19 | 0.2 | -67 | -1 | -2 | 51*
Cc1ccc(CN2CCN(C3CCOCC3)CC2CCO)cc1 (configuration not stated) | -1 | 4.1 | -2 | 0.0 | 1 | -16 | -19 | -7
C=CCn1cccc(C(=O)Nc2ccc(N(C)C)cc2)c1=O | 10 | -0.4 | -5 | 0.1 | -76 | -1 | -5 | ?
Cc1ccc(CCN2CCN=C2N(C)C)cc1 | -12 | 0.0 | -2 | 0.3 | -4 | -11 | -3 | -2
CS(=O)(=O)c1ccc(C(=O)CN2C(=O)NC3(CCCc4ccccc43)C2=O)cc1 (configuration not stated) | 2 | -0.2 | -6 | 0.0 | -1 | 1 | 1 | 2
COc1ccccc1-c1ccc2c(c1)O[C@@H](CN(C)C(=O)c1ccncc1)[C@@H](C)CN([C@@H](C)CO)S2(=O)=O | 1 | -0.2 | -2 | 0.8 | 6 | . | 6 | -3
OC(c1ccccc1)c1nc(-c2ccc3c(c2)OCO3)cs1 (configuration not stated) | 12 | 0.0 | -6 | 0.1 | -121 | 2 | -1 | 61*
Cc1sc(NC(=S)NC(=O)CCc2ccccc2)c(C(N)=O)c1C | . | -1.5 | -55 | 0.4 | 49 | 0 | 0 | -10
C[C@@H]1CN([C@H](C)CO)C(=O)c2cc(-c3cncnc3)cnc2O[C@@H]1CN(C)Cc1ccncc1 | 9 | 0.0 | -5 | -0.2 | -3 | . | 1 | -4
CCCN(CC1CC1)C(=S)NC(=O)C1CC1 | 3 | 4.9 | -7 | 0.4 | 0 | -14 | 0 | 0
Cc1noc(C)c1S(=O)(=O)Nc1cccc2c1O[C@H](CN(C)C(=O)Nc1ccc(C(F)(F)F)cc1)[C@H](C)CN([C@@H](C)CO)C2=O | -19 | . | -103 | -0.8 | -7 | . | -76 | 2
Fc1cc(F)c2nc(N3CCCC3)sc2c1 | . | -1.5 | -4 | 0.2 | -64 | 13 | 0 | .
Cc1cc(NO)c(C(C)C)cc1N=O | . | 0.0 | -3 | 1.0 | 5 | 2 | -1 | .
COc1ccc(CN2[C@@H](CC(=O)O)c3cc(C(F)(F)F)ccc3S2(=O)=O)cc1 | -3 | -0.2 | -3 | 0.0 | 4 | 0 | -5 | -1
CCCNC(=S)N1CCC(n2cnc3ccccc32)CC1 | . | . | -13 | 0.0 | 6 | -10 | 4 | .
COc1cc(NC(=O)c2cccc3c(-c4cccnc4)coc23)cc(OC)c1OC | 5 | 0.3 | -3 | 0.0 | -4 | 2 | 12 | 2
COc1ccc(-c2n[nH]c(C)c2-c2cscn2)c(O)c1 | -13 | . | -10 | 0.0 | 0 | 3 | 3 | .
O=C(NCc1ccccc1)C1C(c2ccccc2)=Nc2ccccc2N1C(=O)c1cccnc1 (configuration not stated) | . | 0.2 | -33 | 0.3 | -9 | 1 | 4 | .

This is a random part of the collection. Share with any hit: about 3%.
